High-throughput results: PubChem, several laboratories
PvdQ inh – P. aeruginosa PvdQ acylase inhibition | 0.063% of 340,000 active | inhibition, % at 10 µM | purified PvdQ acylase, fluorescence plate reader | AID 488965; in the data active means inhibition above about 30%, passing the limit was not always enough;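 further: 0% = vehicle neutral wells and 100% = reference inhibitor wells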
HTR5A inv ag – counter-screen for OPRM1-OPRD1 inverse agonists: human HTR5A inverse agonism; P47898; HTR5A cell line, luminescence; inhibition, % at 9.3 µM; 0.083% of 340,000 active; AID 504634; in the data active means inhibition mostly above about 23%, no sharp cut-off; inactive means mostly below about 18%;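 further: 0% = cells with DMSO and 100% = no-cell wells with DMSO; some compounds called inactive have numbers as strong as hits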
Wnt act – activates Wnt/beta-catenin signaling in a reporter cell assay; activator, plate reader; activation, % at 9.35 µM; 1.2% of 300,000 active; in the data active means activation above about 30%, passing the limit was not always enough;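 further: 0% = neutral control wells and 100% = positive control wells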
V-ATPase pHluor – yeast V-ATPase proton transport regulation by pHLuorin | S. cerevisiae, pHLuorin cytosolic pH fluorescence | response, % at 10 µM | 0.37% of 350,000 active; in the data active means response mostly above about 7.3%, no sharp cut-off; inactive means mostly below about 5.4%; further: actives read high; inactives centre near 0; some compounds called inactive have numbers as strong as hits; reference of the scale not given here
CDK5 p35 inh – inhibitors of human CDK5/p35 kinase; inhibition, % at 10 µM; Q00535+Q15078; AID 488839; Recombinant CDK5/p35, ADP-Glo luminescence, 60 min; 0.01% of 330,000 active;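 active means highest replicate inhibition of at least 50% and at least 75% of replicates reaching 50%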;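 further: plate controls were DMSO neutral control for no effect and GW8510 at 10 µM for full effect; many of its hits are not listed in these tables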
Target sequence (Q00535 whole entry, looked up): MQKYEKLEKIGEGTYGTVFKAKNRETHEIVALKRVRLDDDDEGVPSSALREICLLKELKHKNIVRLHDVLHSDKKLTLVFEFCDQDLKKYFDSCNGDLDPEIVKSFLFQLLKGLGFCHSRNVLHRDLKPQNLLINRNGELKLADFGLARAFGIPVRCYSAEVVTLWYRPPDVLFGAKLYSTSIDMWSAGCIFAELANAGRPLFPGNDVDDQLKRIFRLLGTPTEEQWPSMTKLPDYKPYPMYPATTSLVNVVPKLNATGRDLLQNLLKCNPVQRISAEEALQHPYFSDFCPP
Target sequence (Q15078 whole entry, looked up): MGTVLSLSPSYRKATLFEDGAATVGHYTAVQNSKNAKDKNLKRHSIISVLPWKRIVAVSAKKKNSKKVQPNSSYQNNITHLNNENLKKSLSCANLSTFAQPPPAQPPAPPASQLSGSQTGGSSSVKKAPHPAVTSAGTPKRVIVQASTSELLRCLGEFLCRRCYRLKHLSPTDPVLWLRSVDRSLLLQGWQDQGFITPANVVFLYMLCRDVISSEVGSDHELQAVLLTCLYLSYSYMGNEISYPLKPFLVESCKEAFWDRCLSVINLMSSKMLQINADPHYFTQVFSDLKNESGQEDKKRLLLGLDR
NSD2 inh – NSD2 (human) methyltransferase inhibition | O96028 | NSD2 peptide methylation, AlphaScreen, 120 min | inhibition, % at 12.5 µM | 0.54% of 310,000 active | AID 743445; in the data active means inhibition above about 50%
dFosB act – enhances mouse delta FosB homodimer DNA binding. purified delta FosB, TAMRA-CDK5 oligo fluorescence polarization; percent of positive-control signal above neutral wells. activation, % at 25 µM. P13346. 0.99% of 340,000 active;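 active means mean activation above about 17%, with every replicate also reaching it, limit read from the data, passing the limit was not always enough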;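 further: fluorescence polarization rise as delta FosB binds a TAMRA Cdk5 AP-1 oligo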
Target sequence (P13346 whole entry, looked up): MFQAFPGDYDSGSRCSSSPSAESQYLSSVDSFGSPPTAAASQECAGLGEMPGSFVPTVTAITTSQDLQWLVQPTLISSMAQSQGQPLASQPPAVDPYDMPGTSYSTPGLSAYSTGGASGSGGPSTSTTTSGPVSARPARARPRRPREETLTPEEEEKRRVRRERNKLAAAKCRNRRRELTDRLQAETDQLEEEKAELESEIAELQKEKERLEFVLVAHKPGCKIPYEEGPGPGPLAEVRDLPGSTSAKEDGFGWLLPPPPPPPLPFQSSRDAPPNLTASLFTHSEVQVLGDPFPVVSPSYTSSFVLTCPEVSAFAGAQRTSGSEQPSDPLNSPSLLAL
HTR5A ag ctr – counter-screen for OPRM1-OPRD1 agonists: human HTR5A agonism; P47898; HTR5A agonist assay, luminescence, cell-based; activation, % at 9.3 µM; 0.61% of 340,000 active; AID 504692; in the data active means activation mostly above about 9.5%, no sharp cut-off; inactive means mostly below about 7.6%;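 further: 0% = cells with vehicle only and 100% = reference agonist; strong numbers were not always called active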
SR-BI HDL uptake – inhibitors of mouse SR-BI mediated HDL lipid uptake. Q61009. AID 488896. 0.96% of 320,000 active. inhibition, % at 12.5 µM. ldlA[mSR-BI] CHO cells, DiI-HDL uptake fluorescence, 3 h;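 active means mean replicate inhibition of at least 70% and a set share of replicates each scoring 70 or more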;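 further: 0% = median of neutral control wells and 100% = median of positive control wells; values of inactives mirror those of a sister screen read the other way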
MITF TRPM1 HTS – increases MITF-driven TRPM1 promoter luciferase signal; SK-MEL-5 TRPM1-promoter luciferase, 24 h; % of positive control, neutral wells = 0; activation, % at 12.5 µM; 0.75% of 300,000 active;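 active means mean activation of at least 80% with every replicate also reaching 80%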;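 further: 0% = neutral control wells and 100% = parthenolide positive control wells; values of inactives mirror those of a sister screen read the other way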
* = called active by the depositor; . = not tested or not shown.

SMILES	PvdQ inh	HTR5A inv ag	Wnt act	V-ATPase pHluor	CDK5 p35 inh	NSD2 inh	dFosB act	HTR5A ag ctr	SR-BI HDL uptake	MITF TRPM1 HTS
COc1ccc(CCNC(=O)CCc2nc3sc4c(c3c(=O)[nH]2)CCCC4)cc1	-12	12	-1	-3	-1.9	0	-11	4	-30	5
COC(=O)C1CN(C(=O)COc2ccc(Cl)cc2C)c2ccccc2O1 (stereo not given)	5	-11	2	2	-0.2	-3	-5	3	1	4
COc1ccc(OC)c(NC(=O)c2cccc(N3C(=O)C4C5C=CC(C6CC56)C4C3=O)c2)c1 (stereo not given)	-7	-4	-2	-3	0.5	6	-12	0	20	-26
COc1cc(CNCc2ccncc2)cc(OC)c1OC	-14	4	-2	2	-2.6	2	1	-1	17	6
CCOC(=O)CCNC(=O)N1CCCC(N(C)CCc2ccccc2)C1 (stereo not given)	-18	6	0	-2	-0.1	10	3	-2	-30	.
Cc1c(C(=O)Nc2c(F)cccc2F)sc2ncn(CC(=O)N3CCCCC3)c(=O)c12	-3	9	-2	1	0.3	3	3	2	12	1
Oc1ccc(Br)cc1CNc1cccc2cccnc12	2	-3	-3	-1	1.3	13	0	1	11	.
O=C(NC(=S)NCc1ccco1)c1cccc(Cl)c1	-7	-1	16	1	0.7	0	-12	0	.	13
COc1ccc(CNC(C)C2COc3ccccc3O2)c(OC)c1 (stereo not given)	-18	-2	.	5	-7.3	0	3	7	-14	-1
CN(C)S(=O)(=O)c1ccc(C(=O)NCc2nnc(SCC(=O)N3CCCC3)o2)cc1	-10	-3	1	4	-0.6	-1	-4	0	-16	6
O=C(COC(=O)Cn1[nH]c(=O)c2ccccc2c1=O)NNC(=O)c1ccc(Br)cc1	-16	-20	2	-4	-0.2	.	1	-4	0	2
O=C(O)CCCNS(=O)(=O)c1cccc2nsnc12	-3	-12	-1	2	-1.5	5	0	5	-4	8
C=CCNC(=O)c1c(CSc2ccc(F)cc2)noc1C(=O)NCCC	-12	-13	-2	0	0.3	.	2	2	7	1
COc1ccccc1Nc1nc(N(C)c2ccccc2)nc(N)c1[N+](=O)[O-]	-8	6	.	-3	-1.8	4	2	-2	39	.
Cc1cccn2c(=O)c3cc(C(=O)NCCc4ccccc4)c(=N)n(CC4CCCO4)c3nc12 (stereo not given)	-23	10	-3	-1	0.6	-4	-8	-4	.	0

Compound profiles, from the list above. Screens in order: PvdQ inh	HTR5A inv ag	Wnt act	V-ATPase pHluor	CDK5 p35 inh	NSD2 inh	dFosB act	HTR5A ag ctr	SR-BI HDL uptake	MITF TRPM1 HTS
COc1ccc(CCNC(=O)CCc2nc3sc4c(c3c(=O)[nH]2)CCCC4)cc1 is listed with -12	12	-1	-3	-1.9	0	-11	4	-30	5
COc1cc(CNCc2ccncc2)cc(OC)c1OC is listed with -14	4	-2	2	-2.6	2	1	-1	17	6

The listing continues:
SMILES	PvdQ inh	HTR5A inv ag	Wnt act	V-ATPase pHluor	CDK5 p35 inh	NSD2 inh	dFosB act	HTR5A ag ctr	SR-BI HDL uptake	MITF TRPM1 HTS
CCc1ccc(C(C)NC(=O)C2CCCC2)cc1 (stereo not given)	-3	4	1	1	-0.3	-4	-6	-1	-29	.
CCOc1ccc(N2C(=O)CC(NC3CCCCNC3=O)C2=O)cc1 (stereo not given)	-5	18	.	-7	1.3	-4	-6	0	-12	2
CC(Oc1ccccc1F)c1nnc(SCC(=O)c2c(N)n(C3CC3)c(=O)[nH]c2=O)o1 (stereo not given)	-12	3	-3	2	0.1	1	3	1	-26	-2
O=C(CN1C(=O)CSc2ncccc21)NCCN1CCOCC1	0	-48	-2	3	1.3	.	2	16*	-5	5
COc1cc(N=c2ssnc2Cl)cc(OC)c1OC	-2	21	-2	0	-1.6	0	2	2	-20	-16
COc1cc(NC(=S)Nc2ccc(OC(F)F)cc2)cc(OC)c1	-3	-24	3	2	0.1	.	-8	-9	.	5
COc1cc(C2C(C#N)=C(N)Oc3n[nH]c(-c4cccnc4)c32)cc(Br)c1O (stereo not given)	-10	9	-3	-1	0.5	.	-2	-3	7	-6
CC(=O)c1cccc(NC(=O)C2C3C=CC(C4CC34)C2C(=O)O)c1 (stereo not given)	8	-8	.	5	-0.6	0	-10	0	12	-1
Cc1ccc(NC(=O)CSc2nnc(COc3ccccc3F)n2N)cc1S(=O)(=O)N1CCOCC1	0	17	-1	3	-7.7	-4	-11	-7	8	-12
Cn1c(=O)c2c(-c3ccccc3)n(C3CCCCC3)cc2n(C)c1=O	-8	10	4	-4	-0.9	-2	4	3	12	3
NNC(=O)CSc1nnc(-c2ccccc2)n1-c1ccccc1	-7	-32	1	0	2.2	-3	-4	9	-18	5
Cc1ccc(-n2nc(C)c3c(C)c(CCC(=O)Nc4ccc(CN5CCCC5)cc4)c(C)nc32)cc1	10	-28	6	4	1.8	0	-22	9	.	-62
O=C(c1ccco1)N1CCCC(c2nc(-c3ccc(S(=O)(=O)NCc4ccccc4)cc3)no2)C1 (stereo not given)	-13	18	.	-1	-1.3	-4	-8	-4	33	-25
CN(C)CCCN(C(=O)c1ccc(S(=O)(=O)N2CCOCC2)cc1)c1nc2cc3c(cc2s1)OCO3	-9	6	-1	2	0.3	7	-15	0	-8	18
Cc1cccc(N2C(=O)C(Oc3ccc(Cl)cc3Cl)C2C=O)c1C (stereo not given)	1	0	.	0	-0.7	-2	3	5	16	-12
CC12CCC(C(=O)N3CCN(Cc4ccccc4)CC3)(OC1=O)C2(C)C (stereo not given)	-3	5	0	-5	1.4	0	-5	-2	1	4
Cc1nc(SCc2nc3cc(Cl)c(F)cc3[nH]2)c2oc3ccccc3c2n1	-8	-33	2	2	-0.4	.	-10	5	22	-13
Cc1cc(=O)oc2cc(NC(=O)c3cc(F)ccc3F)ccc12	-2	-11	44*	-6	0.5	0	-11	4	43	64
COc1ccc(NS(=O)(=O)c2c(F)cc(F)c(Cl)c2F)cc1S(=O)(=O)N1CCCCC1	11	-11	.	1	0.0	-4	-1	3	-16	-4
Cc1nn(Cc2ccccc2)c(=O)n1N(C)c1ncc(C(F)(F)F)cc1Cl	-17	25	-4	0	-2.3	-2	-4	-2	-1	12
O=C(CCC1CCCC1)N1CCN(C2CCCC2)CC1	-13	-12	-1	-2	0.3	1	0	8	8	.
COc1ccccc1Cn1nc(C(=O)O)c2ccccc2c1=O	0	5	0	-1	0.4	.	-5	-5	-5	20
Cc1noc2ncnc(Oc3ccc4ccccc4c3)c12	3	19	.	-1	-0.7	6	-1	-9	-13	-1
Cc1cccc(Nc2cc(=O)n(C)c(=O)[nH]2)c1	-21	-5	-1	0	-0.3	9	0	1	-20	.
O=C(CN1C(=O)COc2ccccc21)NCc1ccc(C(=O)O)cc1	-1	16	.	7	1.3	-3	-3	-7	8	9
Cc1ccc2nc(-c3ccccn3)[nH]c2c1	4	-13	8	-2	5.3	-3	-6	3	-1	.
C#CCOc1ccc(Cl)cc1/C=C1/C(=O)ON=C1C	-5	-5	0	2	1.9	-2	-6	1	-14	-17
Cc1ccnc(NC(=O)c2cc3ccccc3o2)c1	-3	-10	21	-1	4.8	-3	-8	4	-9	-40
O=S(=O)(c1ccccc1)c1ccc(C(F)(F)F)cn1	-8	-5	-1	-2	-11	-2	-4	2	-11	11
O=C1CCCCN1CCC(=O)N1CCCC(N2CCN(c3cccc(Cl)c3)CC2)C1 (stereo not given)	-6	2	3	1	0.8	.	-7	-1	1	29
COc1cc(/C=N/NC(=O)c2ccccc2NS(=O)(=O)c2cccs2)ccc1O	-10	6	1	2	0.7	11	-6	-2	15	-1
CN(C(=O)COC(=O)c1ccc(Cl)nc1)c1c(N)n(Cc2ccccc2)c(=O)[nH]c1=O	-14	-10	1	-2	-0.6	2	4	4	-8	.
CCOC(=O)c1sc(C)c2c(=O)n(CC)nnc12	-7	-4	.	-2	0.8	1	-2	5	5	9
Cc1ccc(CNC(=O)CSc2ncccn2)cc1	-4	-22	23	3	0.1	0	2	2	-12	17
CCC(CC)NC(=O)c1cc(OC)c(OC)cc1[N+](=O)[O-]	3	-3	.	-3	-0.9	-1	-3	3	-15	-4
Cc1ccc(Cn2ccc(NC(=O)c3nn(C)cc3Cl)n2)cc1	-17	7	-2	-3	0.9	0	-6	5	-10	35
Cc1ncc(CO)c(CO)c1O	-11	-19	-4	-2	-2.0	.	-3	5	-9	0
Fc1ccccc1N1CCN(C2CCCN(Cc3ccccc3C(F)(F)F)C2)CC1 (stereo not given)	-13	-10	-1	-2	-2.1	4	-6	3	62	-10
COc1cc(NC(=O)Nc2ccccc2OC)c(OC)cc1NC(=O)CN1CCCCC1	-9	3	.	-2	0.3	-1	-8	-1	48	3
O=C1CCC/C=C\C[C@H](CC(=O)N(CCO)Cc2ccccc2)C(=O)N2CCC[C@@H]2CO1	-11	-1	-1	-1	-2.6	.	-5	1	-11	11
O=C(Nc1ccncc1)c1ccc(N2CCCC2=O)cc1	14	12	-1	0	2.1	-1	-3	-2	-1	14
COc1cc(C(C(=O)NC2CCCCC2)N(Cc2ccco2)C(=O)c2cnccn2)cc(OC)c1OC (stereo not given)	-15	16	0	2	-4.5	1	2	0	-18	9
CC1CN(S(=O)(=O)c2ccc(C(=O)NCCCn3ccnc3)cc2)CC(C)O1 (stereo not given)	0	-1	1	3	-0.6	.	2	1	-9	1
COc1ccc(-c2cc(C(=O)Nc3cc(OC)c(OC)c(OC)c3)no2)cc1	-9	8	-1	-2	-0.8	-1	5	-2	47	-3
Cc1nc(COC(=O)c2cc(O)c3ccccc3c2O)cs1	4	-3	-1	0	0.3	78*	-1	15	.	-7

Fetched one by one from the list above, 2 records:
SMILES	PvdQ inh	HTR5A inv ag	Wnt act	V-ATPase pHluor	CDK5 p35 inh	NSD2 inh	dFosB act	HTR5A ag ctr	SR-BI HDL uptake	MITF TRPM1 HTS
COc1ccc(-c2cc(C(=O)Nc3cc(OC)c(OC)c(OC)c3)no2)cc1	-9	8	-1	-2	-0.8	-1	5	-2	47	-3
O=C(Nc1ccncc1)c1ccc(N2CCCC2=O)cc1	14	12	-1	0	2.1	-1	-3	-2	-1	14

Filtered by structure, the compounds so far containing two or more sulfur atoms (seven)
SMILES	PvdQ inh	HTR5A inv ag	Wnt act	V-ATPase pHluor	CDK5 p35 inh	NSD2 inh	dFosB act	HTR5A ag ctr	SR-BI HDL uptake	MITF TRPM1 HTS
CN(C)S(=O)(=O)c1ccc(C(=O)NCc2nnc(SCC(=O)N3CCCC3)o2)cc1	-10	-3	1	4	-0.6	-1	-4	0	-16	6
O=C(O)CCCNS(=O)(=O)c1cccc2nsnc12	-3	-12	-1	2	-1.5	5	0	5	-4	8
COc1cc(N=c2ssnc2Cl)cc(OC)c1OC	-2	21	-2	0	-1.6	0	2	2	-20	-16
Cc1ccc(NC(=O)CSc2nnc(COc3ccccc3F)n2N)cc1S(=O)(=O)N1CCOCC1	0	17	-1	3	-7.7	-4	-11	-7	8	-12
CN(C)CCCN(C(=O)c1ccc(S(=O)(=O)N2CCOCC2)cc1)c1nc2cc3c(cc2s1)OCO3	-9	6	-1	2	0.3	7	-15	0	-8	18
COc1ccc(NS(=O)(=O)c2c(F)cc(F)c(Cl)c2F)cc1S(=O)(=O)N1CCCCC1	11	-11	.	1	0.0	-4	-1	3	-16	-4
COc1cc(/C=N/NC(=O)c2ccccc2NS(=O)(=O)c2cccs2)ccc1O	-10	6	1	2	0.7	11	-6	-2	15	-1
